All columns: NCI-60 one-dose screen, growth in % after 48 h at 10 µM unless noted; 100 = growth as untreated, 0 = no growth, -100 = all killed.
SW-620 = SW-620 colon cancer; 82,000 tested, 5.2% active; AID 1794795
UO-31 = UO-31 renal cancer; 81,000 tested, 5.2% active; AID 1794768
HT29 = HT29 colon cancer | 81,000 tested, 7.4% active | AID 1794748
TK-10 = TK-10 renal cancer cells | 81,000 tested, 3.9% active | AID 1794769
HCC-2998 = HCC-2998 colon cancer. 79,000 tested, 4.7% active. AID 1794799
SN12C = SN12C renal cancer cells | AID 1794767 | 81,000 tested, 3.8% active
HCT-15 = HCT-15 colon cancer | AID 1794746 | 82,000 tested, 5.2% active
786-0 = 786-0 renal cancer cells; 81,000 tested, 5.1% active; AID 1794775
HCT-116 = HCT-116 colon cancer; 82,000 tested, 7.3% active; AID 1794798
Numbers without * were called inactive; . = no result given; & = joins results of further samples; [ ] = remark or other dose. The calls were made as follows: active = growth percent below 10; inactive = the rest.

Labels used below – A = SW-620; B = UO-31; C = HT29; D = TK-10; E = HCC-2998; F = SN12C; G = HCT-15; H = 786-0; I = HCT-116
1) C=C1C(=O)OC2CC1C(OC(C)=O)C/C(C)=C/CC/C(C)=C\CCC2(C)O (stereo not given)
  A: 1.4*; B: -40*; C: -45*; D: -12*; E: -51*; F: 41; G: -80*; H: 39; I: -65*

2) Cc1ccc(-c2csc(NC(=O)CSc3nc(-c4ccccc4)c(C#N)c(=O)[nH]3)n2)cc1
  A: 90; B: 94; C: 101; D: 112; E: 96; F: 97; G: 93; H: 96; I: 86

3) COc1ccc2cc(C3=NN(C(N)=S)[C@@H](c4ccc(OC)c(OC)c4)C3)ccc2c1
  A: 101; B: 82; C: 77; D: 85; E: 104; F: 105; G: 81; H: 91; I: 80

4) COC(=O)c1c(NC(=O)CC#N)sc(C)c1C
  A: 105; B: 84; C: 99; D: 117; E: 101; F: 101; G: 98; H: 106; I: 99

5) CSCc1ccc(CSC)cc1
  A: 109; B: 85; C: 79; D: 105; E: 95; F: 107; G: 108; H: .; I: 93

6) c1ccc(Nc2ncc3c(n2)-c2cn(-c4ccccc4)cc2CC3)cc1
  A: 82; B: 67; C: 80; D: 83; E: 77; F: 81; G: 71; H: 77; I: 71

7) N#C/C(=C\c1ccco1)c1nc(-c2ccco2)cs1
  A: 99; B: 78; C: 106; D: 175; E: 111; F: 99; G: 97; H: 103; I: 103

8) CCOC(=O)c1c(C)c2c(n1Cc1ccccc1)CSc1cc(C(=O)c3ccccc3)c(=O)[nH]c1-2
  A: 92[100 µM]; B: 63[100 µM]; C: 70[100 µM]; D: 88[100 µM]; E: 82[100 µM]; F: 93[100 µM]; G: 83[100 µM]; H: 89[100 µM]; I: 61[100 µM]

9) O=[N+]([O-])c1ccc(CO)c(I)c1
  A: 105; B: 81; C: 104; D: 115; E: 109; F: 106; G: 106; H: 104; I: 102

10) CCCCc1c(C)[nH]c2c(OC)cccc2c1=O
  A: 69; B: 63; C: 68; D: 74; E: 82; F: 68; G: 51; H: 95; I: 50

11) CC(C)CCC[C@@H](C)[C@H]1CCC2C3CCN4C(=O)CCC(=O)N4C3CC[C@@]21C (stereo not given in full)
  A: 105; B: 76; C: 106; D: 108; E: 90; F: 88; G: 95; H: 84; I: 87

12) N#Cc1cnn(C(=O)CSc2nnc3sc4ccccc4n23)c1N
  A: 97; B: 85; C: 110; D: 112; E: 112; F: 96; G: 110; H: .; I: 96

13) COC(=O)C1C(OC)=CC(=O)C2CCCCC21 (stereo not given)
  A: 99; B: 84; C: 104; D: 111; E: 93; F: 94; G: 103; H: 103; I: 98

14) OCCCCCc1ccccc1
  A: 105; B: 90; C: 114; D: 95; E: 105; F: 111; G: 100; H: 96; I: 107

15) CCn1cc(C(=O)O)c(=O)c2cc(F)c(N3CCN(S(=O)(=O)c4cccc5ccccc45)CC3)cc21
  A: 23; B: -20*; C: 4.0*; D: 26; E: 32; F: 12; G: 11; H: 24; I: 5.5*

A stretch of the results above, as a working copy:
Labels used below – A = SW-620; B = UO-31; C = HT29; D = TK-10; E = HCC-2998; F = SN12C; G = HCT-15; H = 786-0; I = HCT-116
1) C=C1C(=O)OC2CC1C(OC(C)=O)C/C(C)=C/CC/C(C)=C\CCC2(C)O (stereo not given)
  A: 1.4*; B: -40*; C: -45*; D: -12*; E: -51*; F: 41; G: -80*; H: 39; I: -65*

2) Cc1ccc(-c2csc(NC(=O)CSc3nc(-c4ccccc4)c(C#N)c(=O)[nH]3)n2)cc1
  A: 90; B: 94; C: 101; D: 112; E: 96; F: 97; G: 93; H: 96; I: 86

3) COc1ccc2cc(C3=NN(C(N)=S)[C@@H](c4ccc(OC)c(OC)c4)C3)ccc2c1
  A: 101; B: 82; C: 77; D: 85; E: 104; F: 105; G: 81; H: 91; I: 80

4) COC(=O)c1c(NC(=O)CC#N)sc(C)c1C
  A: 105; B: 84; C: 99; D: 117; E: 101; F: 101; G: 98; H: 106; I: 99

5) CSCc1ccc(CSC)cc1
  A: 109; B: 85; C: 79; D: 105; E: 95; F: 107; G: 108; H: .; I: 93

6) c1ccc(Nc2ncc3c(n2)-c2cn(-c4ccccc4)cc2CC3)cc1
  A: 82; B: 67; C: 80; D: 83; E: 77; F: 81; G: 71; H: 77; I: 71

7) N#C/C(=C\c1ccco1)c1nc(-c2ccco2)cs1
  A: 99; B: 78; C: 106; D: 175; E: 111; F: 99; G: 97; H: 103; I: 103

8) CCOC(=O)c1c(C)c2c(n1Cc1ccccc1)CSc1cc(C(=O)c3ccccc3)c(=O)[nH]c1-2
  A: 92[100 µM]; B: 63[100 µM]; C: 70[100 µM]; D: 88[100 µM]; E: 82[100 µM]; F: 93[100 µM]; G: 83[100 µM]; H: 89[100 µM]; I: 61[100 µM]

The listing continues.
Labels used below – A = SW-620; B = UO-31; C = HT29; D = TK-10; E = HCC-2998; F = SN12C; G = HCT-15; H = 786-0; I = HCT-116
16) Cc1ccc(-c2nc(C#N)c(N3CCN(S(=O)(=O)c4ccc(Cl)cc4)CC3)o2)cc1
  A: 100; B: 78; C: 102; D: 100; E: 108; F: 103; G: 92; H: 89; I: 88

17) O=c1nc2c(-c3nc(-c4ccc(Cl)cc4)no3)n[nH]n2c2sc3c(c12)CCCC3
  A: 107; B: 85; C: 111; D: 118; E: 98; F: 95; G: 98; H: 102; I: 103

18) COCOc1cc2c(=O)c(C)c(C(=O)N[C@@H](Cc3ccccc3)C(O)C(=O)NCCc3ccc(OC)cc3)oc2cc1OC (stereo not given in full)
  A: 113; B: 107; C: 108; D: 116; E: 118; F: 111; G: 111; H: 112; I: 110

19) Cc1nc2nc(N)nc(N)c2nc1C
  A: 100; B: 79; C: 102; D: 95; E: 99; F: 93; G: 99; H: 98; I: 94

20) O=C1C(Cl)=C(NCCCN(CCCNC2=C(Cl)C(=O)c3ccccc3C2=O)C2=C(Cl)C(=O)c3ccccc3C2=O)C(=O)c2ccccc21
  A: 48; B: 58; C: 12; D: 146; E: 92; F: 4.2*; G: 37; H: 90; I: 4.8*

21) C[C@]12CC[C@@H]3c4cc(CN5CCOCC5)c(O)cc4CC[C@H]3[C@@H]1CCC2=O
  A: 112; B: 77; C: 93; D: 101; E: 113; F: 98; G: 97; H: 103; I: 101

22) COc1c(O)c(O)cc2c3c(oc12)CC(c1ccco1)CC3=O (stereo not given)
  A: 43; B: 53; C: 102; D: 122; E: 98; F: 90; G: 44; H: 66; I: 42

23) O=c1c2c(cc3c(O)[nH]c(=S)n13)-c1cc(Cl)ccc1N=2
  A: 103; B: 72; C: 103; D: 103; E: 94; F: 103; G: 110; H: 107; I: 101

24) O[C@H]1CO[C@H]2[C@@H]1OC[C@@H]2Oc1ccc(Nc2ncc(F)c(Nc3ccc(O[C@H]4CO[C@H]5[C@@H]4OC[C@@H]5O)c(Cl)c3)n2)cc1Cl
  A: 106; B: 89; C: 113; D: 105; E: 100; F: 95; G: 94; H: 101; I: 94

25) Cc1ccc(/C=[N+](\[O-])c2ccccc2)cc1
  A: 107; B: 87; C: 113; D: 119; E: 109; F: 101; G: 125; H: 106; I: 99

26) CN(Cc1ccccc1)c1nc(Cl)c(C2CC(c3ccc(F)cc3)=NN2C=O)s1 (stereo not given)
  A: 101; B: 77; C: 95; D: 96; E: 95; F: 103; G: 90; H: 94; I: 87

27) O=C(c1sc(-c2ccccc2)cc1O)N1CCOCC1
  A: 100; B: 89; C: 95; D: 95; E: 106; F: 103; G: 98; H: 92; I: 100

28) COC(=O)[C@]1(C)CC[C@]2(C)CC[C@]3(C)C(=CC[C@@H]4[C@@]5(C)CC(=O)CC(C)(C)[C@@H]5CC[C@]43C)[C@@H]2C1
  A: 106; B: 93; C: 108; D: 107; E: 113; F: 107; G: 109; H: 101; I: 102

29) Cc1ccc(C2CC(c3ccc(Nc4nc(NCCO)nc(NCCO)n4)cc3)=NN2c2ccc(Cl)cc2)cc1 (stereo not given)
  A: 80; B: 62; C: 30; D: 83; E: 64; F: 82; G: 47; H: 24; I: 41

30) CCOc1cc(/C=N\NC(=O)C[N+](C)(C)C)ccc1O
  A: 110; B: 113; C: 105; D: 105; E: 104; F: 109; G: 103; H: 113; I: 111

(next part)
Labels used below – A = SW-620; B = UO-31; C = HT29; D = TK-10; E = HCC-2998; F = SN12C; G = HCT-15; H = 786-0; I = HCT-116
31) CN(CCc1ccccn1)c1ccccc1
  A: 111; B: 98; C: 102; D: 104; E: 103; F: 104; G: 90; H: 98; I: 101

32) COc1cc(SSc2cc(OC)cc([N+](=O)[O-])c2N)c(N)c([N+](=O)[O-])c1
  A: 99; B: 99; C: 101; D: 135; E: 99; F: 105; G: 97; H: 101; I: 91

33) Cc1ccc(Cl)cc1NC=O
  A: 101; B: 88; C: 106; D: 100; E: 98; F: 101; G: 109; H: 104; I: 108

34) CCCN(CCC)C(C)C(O)c1ccc2cc(Br)c3ccccc3c2c1 (stereo not given)
  A: 72; B: 48; C: 34; D: 91; E: 85; F: 91; G: 88; H: 83; I: 81

35) C=CCN(CC=C)CC(=O)Nn1c(C)ccc1C
  A: 107; B: 85; C: 106; D: 101; E: 102; F: 105; G: 103; H: 104; I: 94

36) Nc1nc(Nc2ccccc2)n[nH]1
  A: 107; B: 82; C: 105; D: 101; E: 98; F: 101; G: 94; H: 101; I: 98

37) Nc1ccc(O)c2ccccc12
  A: 104; B: 69; C: 118; D: 113; E: 115; F: 97; G: 89; H: 102; I: 90

38) COC(=O)C1(C)CCC[C@]2(C)[C@H]3C[C@H]4C(C(C)C)=C[C@]3(CC[C@@H]12)[C@H]1[C@@H]4[C@@H](OCC#CCN2CCCC2)CC[C@@H]1OCC#CCN1CCCC1 (stereo not given in full)
  A: 88; B: 61; C: 45; D: 95; E: 81; F: 80; G: 72; H: 73; I: 70

39) COC(=O)[C@]12CC[C@@H](C)[C@H](C)[C@@H]1C1=CC[C@@H]3[C@@]4(C)CC(=O)[C@H](OC(=O)c5ccco5)[C@@]5(C)COC(=C45)C[C@@]3(C)[C@]1(C)CC2
  A: 31; B: 29; C: 20; D: 39; E: 52; F: 36; G: 24; H: 6.4*; I: 16

40) O=CC(O)C(O)C(O)CO (stereo not given)
  A: 104&107; B: 79&91; C: 102&113; D: 107&125; E: 101; F: 109&96; G: 100; H: 98&104; I: 102&112

41) CNCCCOc1c(Br)cc(CCNC(=O)/C(Cc2ccc(OC)c(Br)c2)=N/O)cc1Br
  A: 41; B: 42; C: 5.7*; D: 74; E: 46; F: 58; G: 23; H: 41; I: 20

42) CN1CCN(c2ccc(NC(=O)Nc3ccc4c(ccn4-c4cccc(C(N)=O)n4)c3)cc2C(F)(F)F)CC1
  A: -10*; B: 76; C: 5.8*; D: 97; E: 63; F: 84; G: 3.6*; H: 6.2*; I: 12

43) COCCOCCOC(c1cc2c(cc1Br)OCO2)C(C)Br (stereo not given)
  A: 87; B: 93; C: 102; D: 103; E: 104; F: 100; G: 101; H: 103; I: 102

44) CN(C)CCOc1ccccc1CN
  A: 100; B: 81; C: 87; D: 91; E: 100; F: 101; G: 100; H: 103; I: 101

45) Cc1ccc2oc(=O)cc(-c3cc(-c4cc5ccccc5oc4=O)nc(N)c3C#N)c2c1
  A: 84; B: 49; C: 68; D: 72; E: 93; F: 68; G: 91; H: 16; I: 51

More records
Labels used below – A = SW-620; B = UO-31; C = HT29; D = TK-10; E = HCC-2998; F = SN12C; G = HCT-15; H = 786-0; I = HCT-116
46) N#CCCNc1cccc2ccccc12
  A: 95; B: 80; C: 102; D: 112; E: 97; F: 99; G: 98; H: 104; I: 97

47) O=C(O)C1Cc2nc[nH]c2CN1CO (stereo not given)
  A: 109; B: 86; C: 105; D: 102; E: 108; F: 102; G: 99; H: 106; I: 103

48) S=C1C=C(S)C2C=CC=CC2N1 (stereo not given)
  A: 103; B: 67; C: 104; D: 141; E: 104; F: 100; G: 100; H: 101; I: 98

49) COc1ccc(C2=NN(C(C)=O)C(c3ccc(OC)c(OCc4ccccc4)c3)C2)cc1OC (stereo not given)
  A: 94; B: 67; C: 89; D: 104; E: 98; F: 90; G: 65; H: 88; I: 82

50) CCOC(=S)SCc1cc(=O)oc2ccc(Cl)cc12
  A: 92; B: 71; C: 99; D: 100; E: 104; F: 101; G: 66; H: 50; I: 42

51) Cc1cc(-c2cn(Cc3ccc4c(Br)cc(Br)c(O)c4n3)nn2)ccc1F
  A: 102; B: 84; C: 104; D: 86; E: 107; F: 96; G: 104; H: 101; I: 100

52) O=c1onc(-c2cc3ccccc3nc2Cl)n1-c1ccc(Cl)cc1
  A: 90; B: 75; C: 104; D: 122; E: 109; F: .; G: 84; H: 93; I: 91

53) CSc1nccc(-c2c(-c3ccc(NC(C)=O)cc3)nc3sccn23)n1
  A: 90; B: 58; C: .; D: .; E: 100; F: 95; G: 84; H: 104; I: 84

54) C[C@]12CC[C@@H]3c4cc(-c5ccc(F)cc5)c(O)cc4CC[C@H]3[C@@H]1CC[C@@H]2O
  A: 67; B: 49; C: 67; D: 96; E: 82; F: 78; G: 63; H: 54; I: 44

55) COc1cc(/C=C2\SC(=O)N(Cc3ccc(-c4ccccc4C#N)cc3)C2=O)ccc1O
  A: 105; B: 96; C: 101; D: 102; E: 109; F: 104; G: 98; H: 103; I: 102

56) O=C(Oc1cc([N+](=O)[O-])ccc1Cl)Oc1cc([N+](=O)[O-])ccc1Cl
  A: 91; B: 92; C: 104; D: 99; E: 98; F: 92; G: 98; H: 92; I: 86
